Screening results: PubChem, several laboratories
LMPTP block = blocks human LMPTP phosphatase; inhibition, % at 20 µM; P24666; 0.22% of 360,000 active; recombinant LMPTP-A, OMFP fluorogenic substrate, fluorescence intensity;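 active = compounds that cut the enzyme signal by at least half of the control window in the single-dose screen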;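 also: plate controls were DMSO wells with enzyme plus substrate for no effect and substrate without enzyme for full effect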
Target sequence (P24666 whole entry, looked up): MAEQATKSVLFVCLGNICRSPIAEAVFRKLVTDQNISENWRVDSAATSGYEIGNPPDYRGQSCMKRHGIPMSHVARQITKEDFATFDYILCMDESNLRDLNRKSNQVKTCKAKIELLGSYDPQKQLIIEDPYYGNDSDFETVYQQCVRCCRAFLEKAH
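Test system: LMPTP-A, protein tyrosine phosphatase of low molecular weight; Input: 0.625 nM enzyme; Incubation: 50 min dark incubation at room temperature; Signal: endpoint fluorescence intensity from OMFP dephosphorylation; Read-out basis: % inhibition versus control wells.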
CSN inh = CSN deneddylation inhibition | Q92905 | Purified CSN, SCF-Nedd8-OG deneddylation, fluorescence polarization | inhibition, % at 12.5 µM | 0.38% of 360,000 active | AID 651999;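 active = pattern-corrected inhibition above about 35%, with an unprinted fluorescence ratio check between 0.5 and 1.5, limit read from the data, passing the limit was not always enough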;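 also: 0% = enzyme with substrate and 100% = substrate without enzyme; some results filed as inactive read as strong as hits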
Target sequence (Q92905 whole entry, looked up, one chain of several): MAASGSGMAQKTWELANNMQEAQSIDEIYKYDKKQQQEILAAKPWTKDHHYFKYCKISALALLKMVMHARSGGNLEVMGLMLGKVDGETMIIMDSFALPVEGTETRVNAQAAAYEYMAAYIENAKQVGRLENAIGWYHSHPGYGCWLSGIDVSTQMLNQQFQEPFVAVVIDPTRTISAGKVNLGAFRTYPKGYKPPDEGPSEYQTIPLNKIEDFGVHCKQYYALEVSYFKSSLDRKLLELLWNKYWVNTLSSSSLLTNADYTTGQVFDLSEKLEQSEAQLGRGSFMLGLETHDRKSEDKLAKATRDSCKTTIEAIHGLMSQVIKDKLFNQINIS
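Material: human Csn5 produced in HEK293T cells; Input: enzyme 0.24 nM; Reagent: SCFSkp2-Nedd8OG substrate at 10 nM final; Dosing: 12.5 µM compound; Incubation: 90 min reaction at room temperature; Detection: fluorescence polarization of the substrate; Evaluation: % inhibition of substrate cleavage by Csn5; Control set: substrate-only high control, full reaction low control.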
SUMO1-SIM PPI = modulators of human SUMO1-mediated protein-protein interactions; P63165; SUMO1 binding to a labelled peptide, TR-FRET, 1 h; inhibition, % at 20 µM; 0.33% of 360,000 active; AID 602429; in the data active = inhibition above about 37%
Target sequence (P63165 whole entry, looked up): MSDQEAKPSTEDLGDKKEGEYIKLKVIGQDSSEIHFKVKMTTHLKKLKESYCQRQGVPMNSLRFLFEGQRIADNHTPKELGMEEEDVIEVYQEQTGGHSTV
NadD inh = inhibitors of Staphylococcus aureus NadD; 0.78% of 360,000 active; inhibition, % at 20 µM; purified NadD enzyme, colorimetric absorbance read-out; in the data active = inhibition above about 26%; also: some compounds past the cut are filed as inactive
Rpn11 block = Rpn11 (human) deubiquitinase inhibition | 0.59% of 360,000 active | O00487 | human 26S proteasome, Ub4-pepOG fluorescence polarization; 20S core pre-blocked with epoxomicin | calls only at 20 µM;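 active = inhibition at 20 µM, scaled to each plate's controls, above about 33%, limit read from the data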
TbMetRS inhib = blocks T. brucei methionyl-tRNA synthetase activity; inhibition, % at 11.9 µM; 0.4% of 360,000 active; purified T. brucei MetRS, ATP depletion, Kinase-Glo luminescence;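 active = inhibition above a per-plate cutoff of the control wells' mean inhibition plus 3 SD, cut at about 5.5% in these data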;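 also: 0% = DMSO wells median and 100% = median of wells with control inhibitor compound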
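Measured by: Kinase-Glo luciferase luminescence reporting remaining unconsumed ATP. Material: purified T. brucei MetRS enzyme. Doses: 11.9 µM compound single dose, 0.9% DMSO. Medium: HEPES buffer containing pyrophosphatase, BSA, spermine, DTT. Times: 15 min preincubation, 2 h reaction, all 25 °C. Reagent: methionine, ATP and bulk E. coli tRNA.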
MsrA inhibitor = inhibitors of bovine MsrA. purified bovine MsrA, absorbance read-out. inhibition, % at 15.5 µM. 0.75% of 360,000 active. AID 651718; in the data active = inhibition above about 4.5%;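 also: 0% = vehicle wells with enzyme and 100% = reference inhibitor wells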
DNMT1 inh = inhibitors of human DNMT1. 0.83% of 360,000 active. DNMT1 molecular beacon, Hinp1I cleavage, fluorescence. P26358. inhibition (reported as % activation of signal), % at 10 µM; in the data active = inhibition above about 50%
STEP block = inhibitors of human striatal-enriched phosphatase STEP; 0.25% of 360,000 active; P54829; AID 588621; recombinant STEP, OMFP fluorogenic substrate, fluorescence; inhibition, % at 20 µM;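 active = inhibition at 20 µM, scaled per plate between control wells, above about 37%, limit read from the data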;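 also: 0% = DMSO with enzyme and substrate and 100% = substrate only without enzyme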
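Also added – OMFP at 25 µM · Test system – STEP tyrosine phosphatase · Technique – FITC-channel fluorescence of OMFP product · Schedule – 20 min at room temperature, dark · Evaluation – control-normalized % inhibition with plate pattern correction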
Scp-1 inhibitor = blocks human Scp-1 phosphatase activity | Q9GZU7 | Recombinant Scp1, phosphopeptide, malachite green phosphate absorbance | inhibition, % at 20 µM | 0.88% of 340,000 active | AID 493091;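 active = inhibition above about 50% at 20 µM, limit read from the data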;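 also: plate controls were DMSO wells with enzyme for no effect and wells lacking enzyme for full effect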
Target sequence (Q9GZU7 76-261 limits assumed): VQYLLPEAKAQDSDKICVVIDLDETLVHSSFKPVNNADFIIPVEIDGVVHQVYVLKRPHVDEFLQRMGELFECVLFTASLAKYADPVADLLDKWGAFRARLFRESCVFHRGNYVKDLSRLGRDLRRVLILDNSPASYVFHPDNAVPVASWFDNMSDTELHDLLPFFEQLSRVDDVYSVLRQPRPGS
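Times: enzyme reaction 45 min at room temperature, colour 5 min, stabilisation 30 min. Material: SCP-1 catalytic fragment, aa 76-261. Medium: Acidic Tris acetate buffer with magnesium and detergent. Signal: colorimetric free-phosphate detection, absorbance 630 nm. Read-out basis: % inhibition of SCP-1 phosphate liberation. Reagent: Phosphorylated 17-residue peptide substrate.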
The depositor's hits bear a star; i = inactive; / = not tested or not shown.

SMILES	MsrA inhibitor	Scp-1 inhibitor	SUMO1-SIM PPI	TbMetRS inhib	NadD inh	DNMT1 inh	Rpn11 block	CSN inh	LMPTP block	STEP block
COc1cccc(-c2noc(C3CCCN(S(=O)(=O)c4cccc(Cl)c4C)C3)n2)c1 (centres undefined)	0.8	-11	-4	-0.3	-16	0	i	-6	2.4	0
CCN(CC)c1ccc(N=Nc2nn(C)c(C)c2[N+](=O)[O-])cc1	0.5	-8	-25	-0.2	2	-16	i	1	24	14
CN(C)CCSc1nnc2sc3ccccc3n12	-1.4	-5	2	-0.5	3	2	i	-1	-0.2	2
CCCCn1c(SCC(=O)c2ccc(OC)c(OC)c2)nc2cc(S(N)(=O)=O)ccc21	0.3	-1	-1	-0.3	-1	-2	i	0	-0.6	-1
COCC(=O)N1CCc2ccc(NC(=O)c3ccc(C(F)(F)F)cc3)cc2C1	-0.6	3	0	-0.8	2	-44	i	4	-1.9	1
CCn1c(O)c(C=NCc2cccs2)c(=O)n(CC)c1=S	3.5	-10	1	0.3	4	-1	i	-3	0.2	-2
O=C(NCc1n[nH]c(=S)n1-c1cccc(Cl)c1)c1ccc(S(=O)(=O)N2CCCC2)cc1	-0.8	-6	2	-0.5	-8	-4	i	-8	-0.1	-1
C#CCOCCOCCOCCNc1nc(N2CCN(C(=O)[C@H]([C@@H](C)O)n3cc(CCCCN)nn3)CC2)nc(N2CCN(C(=O)[C@H](C)n3cc(CCC(=O)O)nn3)CC2)n1	-0.7	5	1	-0.2	3	3	i	-3	-2.9	-2
COc1ccc(NS(=O)(=O)c2cccc(NC(=O)NC3CCCCC3)c2)cc1	1.5	-12	1	1.0	-5	-4	i	4	1.2	-2
CCOC(=O)Cc1nn(Cc2nc(-c3ccc(C#N)cc3)cs2)c(=O)c2ccccc12	0.1	-18	2	3.5	-4	-2	i	7	2.8	1
COc1ccc(C(=O)Nc2sc(C)c(-c3ccccc3)c2C#N)cc1OC	0.5	-10	-17	0.4	-9	-17	i	-2	4.8	1
CCOC(=O)C1(CC2CC2)CCN(Cc2ccc3cccc(F)c3n2)CC1	0.4	-1	-1	-0.7	-3	1	i	4	0.0	2
COc1ccc(N2CCN(CC(O)c3c[nH]c4ccc(OC)cc34)CC2C)cc1 (centres undefined)	-0.6	-6	-1	-0.7	-2	-6	i	-1	-0.5	-3
CCC(=O)N(C)C(c1ccccc1Cl)c1nnnn1-c1c(C)cccc1C (centres undefined)	-0.6	-2	2	-0.1	-4	4	i	3	-1.6	-1
CC1(C)SC2c3ccccc3C(=O)N2C1C(=O)O (centres undefined)	-1.2	5	0	-0.3	1	-2	i	0	-1.7	-4
CC1CN(c2ccc([N+](=O)[O-])cn2)CC(C)O1 (centres undefined)	0.4	-3	-16	0.2	5	1	i	1	-1.0	-4
N#Cc1c(NC(=O)CSc2n[nH]c(N)n2)oc(-c2ccccc2)c1-c1ccccc1	0.8	-2	3	-1.0	0	-5	i	-6	-1.4	-2
Cc1cc(C)nc(NC(=O)/C=C/c2ccc(Cl)cc2)n1	0.5	-13	-8	-0.1	7	0	i	2	-1.1	0
Cc1ccc(C(=O)OCC(=O)N2c3ccccc3NC(=O)C2(C)C)cc1S(=O)(=O)N1CCCCC1	0.5	22	2	-0.2	2	6	i	0	4.5	5
Cc1ccc2c(Cl)c(C(=O)NCc3cccnc3)sc2c1	0.5	-2	-13	0.0	5	-1	i	0	-0.1	4
COc1ccc(CC(=O)NNC(=O)CSc2nnc(C)n2-c2ccccc2)cc1	-0.5	-8	-2	0.5	-7	1	i	-2	-1.9	-2
COc1cc(C2C3=C(Nc4nc(N)[nH]c(=O)c42)c2ccccc2C3=O)ccc1O (centres undefined)	2.5	-2	-2	0.3	9	1	i	3	10	7
COc1c(Cl)cccc1-c1cn2ccc(C)cc2n1	0.0	-7	-2	-0.9	-4	1	i	-1	0.3	-2
COc1ccc(C2C(C#N)=C(N)Oc3cc(C)[nH]c(=O)c32)cc1OC (centres undefined)	1.1	-7	4	-0.4	-4	-2	i	-1	-0.2	-3
O=C(CSc1nnc(Cc2ccccc2)o1)c1ccc(F)cc1	-0.6	-11	-8	-0.9	-4	-1	i	-4	-0.5	-4
CC(NC(=O)c1ccccc1)C(=O)OCC(=O)c1c(N)n(C)c(=O)n(C)c1=O (centres undefined)	0.0	-7	20	-0.2	-2	-1	i	1	-2.4	-3
CCc1nnc(NC(=O)c2cccc(S(=O)(=O)N(C)c3ccccc3)c2)s1	-0.1	2	7	-1.6	4	2	i	2	-1.2	1
Cc1ccnc(NC(=O)c2cccc3ccccc23)c1	0.3	2	-5	-1.0	-6	1	i	-1	-1.0	-2
Cc1ccc(-c2noc(CCC(=O)Nc3ccccc3N3CCN(C)CC3)n2)cc1	-0.4	-2	-1	-1.6	-10	2	i	0	-1.0	-2
CC(C)CC1NC(=O)c2cccnc2-n2c1nc1cc(F)ccc1c2=O (centres undefined)	0.3	/	-2	-0.8	0	2	i	7	-0.4	-2
O=C(Cc1ccccc1)c1ccc(O)cc1O	2.4	-10	-1	-0.3	-2	-1	i	4	-0.3	-3
COc1ccc(OC)c(/C=N\NC(=O)c2ccc(=O)n(C)c2)c1	2.1	-2	-7	-0.7	-2	4	i	-1	-1.0	0
Cc1ccc(C)c(OCC(=O)NCC(C)(C)N2CCOCC2)c1	0.4	3	-2	0.1	-6	1	i	-8	0.3	-2
Cc1ccccc1C(=O)Nc1ccccc1-n1cccc1	1.1	4	-1	-0.9	0	-3	i	0	0.4	1
COc1ccc(C(=O)N2CCN(Cc3cc(OC)c(O)c(OC)c3)CC2)cc1OC	0.7	-1	3	-0.4	-1	0	i	-1	-0.1	-1
O=C(c1cccc(S(=O)(=O)N2CCCC2)c1)c1cccc(S(=O)(=O)N2CCCC2)c1	-1.1	-4	-2	-0.8	-11	0	i	0	0.0	1
CCCCN(C(=O)c1cccc(S(=O)(=O)N(CC)c2ccccc2)c1)c1c(N)n(CCCC)c(=O)[nH]c1=O	0.4	1	1	-0.4	0	0	i	-1	-0.4	-3
O=C(NCc1ccc(F)cc1)c1cc2c(cc1Cl)N1CCCCCC1=NS2(=O)=O	-0.3	1	-6	-0.6	3	2	i	1	-0.4	-4
COc1ccc([C@H]2C[C@@H](O)[C@H](n3cc(COC(=O)c4ccccc4)nn3)CN2C(=O)C2CCCCC2)cc1	-1.7	/	10	-1.1	-3	0	i	3	-0.4	5
O=C(Nc1ccc(Oc2ccccc2)cc1)c1cnc2n(c1=O)CCS2	-0.3	-10	-6	-0.1	-5	-5	i	-2	-0.2	2
CCC(C)c1ccc(NC(=O)C2=CC=CN3CCS(=O)(=O)N=C23)cc1 (centres undefined)	1.1	-6	-3	-0.4	-4	-2	i	8	1.5	-2
CCOc1ccc2nc(SCC(=O)Nc3ncccn3)[nH]c2c1	0.0	-2	2	-0.8	-4	2	i	4	0.7	0
COCCNC(=O)C1CC(c2ccc(C(F)(F)F)cc2)=NO1 (centres undefined)	1.3	-3	-1	-0.3	-2	7	i	-1	-2.3	1
O=C(NNc1cccc(Cl)n1)Nc1ccc(Cl)cc1	-0.7	-6	0	1.0	-2	-2	i	1	-0.2	-1
N#Cc1ccc(-c2ccc(OCC3CNC(=O)O3)cc2)cc1 (centres undefined)	-0.5	-14	4	0.1	1	-3	i	3	0.7	-2
CCCNC(=O)CSc1nnc(NC(=O)C2CC(=O)N(c3ccccc3OC)C2)s1 (centres undefined)	0.1	/	2	-0.1	6	-3	i	0	1.5	3
Cc1ccc(OC(C)C(=O)N2CCc3ccccc32)c([N+](=O)[O-])n1 (centres undefined)	0.5	/	-6	-0.2	-4	-4	i	0	0.3	0
COC(=O)c1ccc(CN(C)S(=O)(=O)c2ccc(C)cc2)o1	-0.3	-5	2	-0.7	-6	1	i	-6	-1.2	1
COc1ccc(CNC(=O)C2CCN(S(=O)(=O)c3cccc4nsnc34)CC2)cc1	1.1	-9	-31	-0.2	-1	0	i	2	0.2	1
COc1ccccc1N1CCN(C(CNC(=O)C2CCCCC2)c2cccnc2)CC1 (centres undefined)	-0.1	-7	0	-1.2	-5	2	i	-2	-3.2	0
CC#CC[N+](C)(C)CCCCCC	0.7	-17	1	-0.2	-2	0	i	4	0.1	-3
CNc1nc(NCc2ccc(C)cc2C)c2sccc2n1	-2.1	/	1	-0.5	-5	3	i	1	36	-2
CCC(=O)NC(c1ccco1)c1cc(Cl)c2cccnc2c1OC (centres undefined)	0.0	-8	-7	-0.2	-2	5	i	3	0.2	2
COc1ccc(NC(=O)c2cc(Br)ccc2Cl)c([N+](=O)[O-])c1	0.2	-5	-5	0.8	-2	0	i	-8	-0.5	1
O=C(NCCN1CCOCC1)C1CCC(=O)N1C1CCCCC1 (centres undefined)	1.7	-4	-3	-0.5	5	-3	i	3	-0.7	0
CCC(C)c1ccc(O)c(NC(=O)c2cncc(Br)c2)c1 (centres undefined)	-1.0	-8	0	-1.7	-4	3	i	3	-1.6	0
O=C(N/N=C/c1ccc(OCc2cnc(Cl)s2)cc1)c1ccncc1	1.5	-15	-15	-0.6	-4	1	i	-1	0.0	0
COc1ccc(OC(C)C(=O)NCC2CCCO2)cc1 (centres undefined)	-0.1	-9	1	0.1	-5	1	i	1	-0.6	-3
COCCn1c(=O)[nH]c2cc(C(=O)Nc3cccc(C(C)=O)c3)ccc2c1=O	/	-2	6	-0.1	-5	-2	i	-3	-1.3	-4

Single records, as listed above:
O=C(Cc1ccccc1)c1ccc(O)cc1O is entered as MsrA inhibitor = 2.4; Scp-1 inhibitor = -10; SUMO1-SIM PPI = -1; TbMetRS inhib = -0.3; NadD inh = -2; DNMT1 inh = -1; Rpn11 block = i; CSN inh = 4; LMPTP block = -0.3; STEP block = -3
CC(NC(=O)c1ccccc1)C(=O)OCC(=O)c1c(N)n(C)c(=O)n(C)c1=O (centres undefined) is entered as MsrA inhibitor = 0.0; Scp-1 inhibitor = -7; SUMO1-SIM PPI = 20; TbMetRS inhib = -0.2; NadD inh = -2; DNMT1 inh = -1; Rpn11 block = i; CSN inh = 1; LMPTP block = -2.4; STEP block = -3
